# PKA-R2B act – activators of PKA-R2B holoenzyme, primary screen, biochemical, fluorescence polarization, Cy5-IP20, human; cAMP-dependent protein kinase catalytic subunit beta (Homo sapiens) + cAMP-dependent …; PKA-R2B holoenzyme dissociation; R2B truncated from residue 108, S112A mutant; 0% DMSO only, 100% 113 µM cGMP; activation, % at 11.4 µM; actives 0.079% (n = 340,000); AID 504700, 2011;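 active = activation above a cutoff set at the mean over all compounds plus 3 SD, cut at about 18% in these data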;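 note: higher means more holoenzyme dissociation and a rise in polarization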
# Target sequence (P31323 whole entry, looked up, other chains not shown, the tested form may be a part): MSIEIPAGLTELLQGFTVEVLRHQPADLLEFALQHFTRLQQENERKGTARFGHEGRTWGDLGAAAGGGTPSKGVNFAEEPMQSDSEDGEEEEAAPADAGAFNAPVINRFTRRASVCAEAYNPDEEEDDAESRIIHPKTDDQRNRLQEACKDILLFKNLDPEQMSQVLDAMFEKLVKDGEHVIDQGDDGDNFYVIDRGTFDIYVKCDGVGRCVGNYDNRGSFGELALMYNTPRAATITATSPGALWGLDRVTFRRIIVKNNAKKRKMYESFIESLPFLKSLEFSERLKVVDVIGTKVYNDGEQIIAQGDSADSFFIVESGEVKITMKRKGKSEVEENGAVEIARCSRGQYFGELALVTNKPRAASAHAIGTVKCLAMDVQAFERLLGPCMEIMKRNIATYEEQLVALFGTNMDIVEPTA
# C-LANA FP – inhibitors of KSHV C-LANA binding to DNA, primary screen, biochemical, fluorescence polarization, FAM-LBS DNA, MBP-C-LANA, single point. Kaposi's sarcoma herpesvirus LANA C-terminal domain (residues 932-1162) DNA binding. inhibition, % at 9 µM. AID 504423, 2011. actives 0.078% (n = 340,000);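 active = highest replicate inhibition at or above 60% at 9 µM, even if other replicates fall short; inactive = all replicates below 60% inhibition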;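 note: 0% = neutral control wells and 100% = 4 µM acridine orange control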
# DAGLB inh – DAGLB lipase inhibitors, primary screen, biochemical, fluorescence, HTS; Diacylglycerol lipase-beta (Homo sapiens), Q8NCG7; HEK293T DAGLB membrane lysate, EnzChek fluorogenic substrate; inhibition, % at 5.17 µM; actives 0.059% (n = 340,000); in the data active = inhibition above about 34%;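 note: 0% = enzyme with vehicle and 100% = wells lacking enzyme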
# SR-BI uptake up – activators of SR-BI mediated DiI-HDL uptake, primary screen, ldlA[mSR-BI] CHO cells, DiI fluorescence | 3 h; 100 = double the neutral-control signal | activation, % at 12.5 µM | actives 0.096% (n = 320,000);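 active = mean replicate activation of at least 60% and every replicate at or above 60%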;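 note: 0% = median plate neutral-control signal and 100% = twice that signal; values of inactives mirror those of a sister screen read the other way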
#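 material = CHO ldlA[mSR-BI] cells | medium = Ham's F12 with 0.5% BSA, HEPES 25 mM, pH 7.4 | reagent = fluorescent DiI-HDL, 10 µg/mL final | compound dosing = single-point compound dose | incubation = 3 h, 37 °C | measured by = bottom-read fluorescence, 550/595 nm | measure = HDL uptake via cellular fluorescence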
# Rtt109 Vps75 – inhibitors of C. albicans Rtt109/Vps75 HAT, primary screen, biochemical, ThioGlo CoA-SH fluorescence, plate reader; AID 540336, 2011; purified Rtt109/Vps75, 4 h; Histone acetyltransferase RTT109 (Candida albicans (strain SC5314 / ATCC MYA-2876)), …; actives 0.16% (n = 330,000); inhibition, % at 34.9 µM;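 active = inhibition of at least 50% in every replicate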
# Target sequence (Q5AAJ8 whole entry, looked up): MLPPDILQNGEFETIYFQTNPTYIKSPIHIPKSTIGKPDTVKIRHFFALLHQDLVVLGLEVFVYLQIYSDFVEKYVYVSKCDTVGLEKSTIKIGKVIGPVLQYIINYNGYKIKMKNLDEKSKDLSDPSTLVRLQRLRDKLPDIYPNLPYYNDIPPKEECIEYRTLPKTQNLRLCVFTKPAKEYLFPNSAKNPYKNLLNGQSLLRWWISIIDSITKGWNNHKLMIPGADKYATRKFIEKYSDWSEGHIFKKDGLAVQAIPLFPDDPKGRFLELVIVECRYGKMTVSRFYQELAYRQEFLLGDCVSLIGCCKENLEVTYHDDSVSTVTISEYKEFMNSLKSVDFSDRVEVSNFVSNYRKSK
# CAL PDZ FP-1 – untagged CAL PDZ binding inhibitors, primary screen, biochemical, fluorescence polarization, HTS | purified CAL PDZ, TMR-peptide fluorescence polarization, 1 h | inhibition, % at 24.9 µM | actives 0.92% (n = 300,000) | AID 602252, 2012;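 active = mean inhibition of at least 30% with at least half of replicates also reaching 30%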;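 note: 0% = DMSO neutral control and 100% = excess unlabeled competitor peptide PRC23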
# CAL PDZ FP-2 – CAL PDZ peptide-binding inhibitors, primary screen, biochemical, fluorescence polarization, Cer-tagged CAL PDZ, HTS; Golgi-associated PDZ and coiled-coil motif-containing protein (Homo sapiens), Q9HD26; purified CAL PDZ, TMR-peptide fluorescence polarization, 1 h; inhibition, % at 20 µM; actives 0.02% (n = 330,000); AID 504414, 2011;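 active = highest replicate inhibition of at least 40%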;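 note: plate controls were DMSO neutral control wells for no effect and unlabeled competitor peptide control wells for full effect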
#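 Assay system – tagged CAL PDZ protein CerCALP, purified · Timing – 1 h at RT · Compound – single point, 20 µM · Measured by – fluorescence polarization from S- and P-plane intensities, G-factor corrected · Evaluation – inhibition from polarization loss · Probe or stimulus – TMR reporter peptide T*-PRC34 · Buffer or medium – pH 7.4 phosphate-saline buffer, reducing agent, detergent, IgG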
# Keap1 Nrf2 FP – Keap1-Nrf2 protein-protein interaction inhibitors, primary screen, biochemical, fluorescence polarization, single point. AID 504523, 2011. Keap1 Kelch-Nrf2 peptide fluorescence polarization, 1536-well. inhibition, % at 9.4 µM. actives 0.15% (n = 340,000). Kelch-like ECH-associated protein 1 (Homo sapiens), Q14145; in the data active = inhibition above about 12%;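 note: human Keap1 Kelch domain with fluorescein labeled Nrf2 9mer peptide probe; 0% = neutral control wells and 100% = peptide positive control; higher means more block of Keap1 binding to Nrf2 peptide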
# Cardiac RTF inh – cardiac RTF calcium sensitivity inhibitors, primary screen, biochemical, IANBD-TnC fluorescence, EC70 calcium; actives 0.12% (n = 340,000); Troponin I, cardiac muscle (Homo sapiens) + Troponin T, cardiac muscle (Homo sapiens) + …; IANBD-labeled cardiac RTF, Ca2+ fluorescence; AID 493244, 2011; inhibition, % at 7.15 µM;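 active = inhibition above the mean inhibition of all tested compounds plus 3 SD, cut at about 17% in these data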;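 note: assay run at fixed EC70 calcium of 1.6 mM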
# cardiac RTF act – cardiac RTF calcium sensitivity activators, primary screen, biochemical, IANBD-TnC fluorescence, EC20 calcium. Troponin I, cardiac muscle (Homo sapiens) + Troponin T, cardiac muscle (Homo sapiens) + …. IANBD-labeled TnC RTF fluorescence at EC20 calcium; 0% EC20 calcium, 100% full calcium. activation, % at 7.2 µM. actives 0.24% (n = 340,000). AID 493008, 2010;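 active = activation above the mean over all tested compounds plus 3 SD, cut at about 30% in these data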;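 note: rise in fluorescence read as greater calcium sensitivity of cardiac thin filaments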
# An asterisk follows results filed as active; / = not tested or not shown.
PKA-R2B act,C-LANA FP,DAGLB inh,SR-BI uptake up,Rtt109 Vps75,CAL PDZ FP-1,CAL PDZ FP-2,Keap1 Nrf2 FP,Cardiac RTF inh,cardiac RTF act,mol
1,-2.2,1,-79,9,1,-3.4,3,-9,0,COc1ccc(N2CC(C(=O)NCCc3ccc(Cl)cc3)CC2=O)c(OC)c1 (stereo not drawn)
-6,2.3,3,1,-3,9,/,-9,1,3,COc1c2c(nc3occc13)C(CC=C(C)C)(OC)C(O)CC2 (stereo not drawn)
-6,-1.9,8,1,-16,1,0.1,-5,-5,1,O=C1c2ccccc2S(=O)(=O)c2cc(C(=O)N3CCN(c4ccc(Cl)cn4)CC3)ccc21
-5,-0.8,-8,4,11,-1,-2.3,-1,2,-1,Cc1ccc(C)c2nc(Cl)c(C#N)cc12
-2,-2.6,5,-7,11,-2,-4.9,3,5,-2,CC(=O)Nc1ccc(S(=O)(=O)Nc2nccc(/C=C/c3ccc(Cl)cc3)n2)cc1
-7,0.0,2,5,8,5,0.0,2,-4,4,O=S(=O)(CCc1ccncc1)Cc1ccc2c3c(cccc13)CC2
0,-0.6,1,-82,12,/,0.1,-1,1,4,O=C(N/N=C/c1ccc(-c2cccc([N+](=O)[O-])c2)o1)c1ccc([N+](=O)[O-])cc1
1,-1.8,0,28,-6,/,0.1,-1,-9,-3,COc1ccc(C2=NS(=O)(=O)N(C)C(C(=O)Nc3cc(C)ccc3O)=C2)cc1OC
5,-1.1,0,3,9,-1,-0.3,-4,-12,2,CCOC(=O)NC(=O)COC(=O)CCCc1nc2ccccc2s1
1,-0.8,0,12,-2,1,-2.6,3,4,-6,Nc1cc2c(cc1C(=O)c1cccc(Br)c1)OCCO2
-11,-0.1,1,8,-6,/,0.4,-1,-8,-2,S=C(NCc1ccco1)N1CCN(C/C=C/c2ccccc2)CC1
0,-1.3,-2,8,1,-1,-0.5,7,3,-1,COCCNC(=O)Cn1cc(C(=O)c2cccs2)c2ccccc21
1,-2.5,0,13,5,-3,-1.9,3,-6,-9,O=S(=O)(NC1C2CC3CC(C2)CC1C3)c1ccc(F)cc1 (stereo not drawn)
-1,-0.1,-2,-11,5,-6,-1.9,2,-6,-3,Cc1ccc(OCCC(=O)NNC(=O)c2cc(C)oc2C)cc1
1,1.3,-3,-7,5,0,-3.5,1,-3,-10,COc1ccccc1NC(=O)CSc1nnc(C2CCCCC2)n1N
-16,0.6,-2,-10,9,/,-1.2,-4,-5,3,Cn1nc(C(F)(F)F)cc1C(=O)Nc1ccc(Cl)cc1
-3,-0.6,23,-33,14,6,0.1,-7,-16,4,Oc1ccc(N=Nc2ccc3c(c2)OCCO3)c2cccnc12
-4,-1.0,-8,-2,-1,52*,-0.8,-2,-9,0,CN(C(=O)c1cccc(C(F)(F)F)c1)C1CCCc2ccccc21 (stereo not drawn)
-5,-0.9,0,1,1,0,-2.4,-1,-3,6,O=C(Cc1c(Cl)cccc1Cl)Nc1cccnc1
8,3.7,13,13,-2,-2,-3.1,3,-1,-4,Cc1ccc(-c2csc(NC(=O)/C=C/c3ccco3)c2C(=O)O)cc1
-1,-0.7,-2,6,-6,-3,-1.7,-5,-12,1,CCNC(=O)NC(=O)C(C)Sc1ncc(C(F)(F)F)cc1Cl (stereo not drawn)
0,0.3,4,17,6,-3,0.3,2,-17,6,O=C(O)c1ccc(NS(=O)(=O)c2cccc(C(=O)Nc3ccccc3[N+](=O)[O-])c2)cc1
4,0.4,9,-27,2,-1,1.6,-2,-18,3,O=C(CC1Nc2cccc3cccc(c23)NC1=O)Nc1ccccc1 (stereo not drawn)
-6,0.6,-2,13,0,-8,0.0,-4,-7,-2,COc1cccc(Nc2ncnc3nc[nH]c23)c1
-5,25,3,-43,-1,-12,-1.6,-10,-3,7,CCOC(=O)c1nn(-c2cccc(OC)c2)c2nc(Nc3ccccc3)cc(=O)n12
0,0.2,-1,7,9,-3,-0.6,-2,2,-2,CC(CCc1ccccn1)C(=O)c1ccccc1 (stereo not drawn)
-6,-1.3,-1,21,5,6,-0.8,7,6,0,Cc1ncoc1C(=O)N1CCCC(C(=O)c2ccc(C(F)(F)F)cc2)C1 (stereo not drawn)
2,-2.9,-11,-62,4,-1,-1.5,0,-1,-9,COc1ccc(OC)c(NC(=O)c2csc(Cl)c2OC)c1
2,-1.6,5,-1,-4,-2,-1.7,2,0,5,CCc1ccc(/C=C2/SC(=S)N(CC(=O)Nc3nc4ccccc4s3)C2=O)cc1
-8,-1.3,-1,4,11,3,-0.8,-2,-6,1,Cc1ccc(NC(=O)C2CCN(S(=O)(=O)c3cccs3)CC2)cc1
-13,-0.2,-3,-8,12,-4,0.2,-3,8,8,COCCn1c(-c2ccccc2)cnc1N
1,-1.6,0,6,-10,-2,-0.7,-1,-9,-1,COC(=O)c1sc(N)c(C(=O)OC)c1CSc1nnnn1C
3,3.9,3,/,-15,-3,-2.8,4,-1,-2,NC(=O)c1nsc(C(=O)N(Cc2cccnc2)C(C(=O)NCc2ccc(F)cc2)c2ccc(O)cc2)c1N (stereo not drawn)
8,-2.2,1,0,-3,-1,-0.3,-1,-2,4,Cc1ccc(C(=O)N2CCOCC2)cc1[N+](=O)[O-]
-6,3.7,-2,5,0,2,-0.2,-2,6,4,O=C(CCc1nnc(CCCCc2ccccc2)o1)NCCC1CCCCO1 (stereo not drawn)
-11,0.6,1,5,2,14,-0.8,-5,-12,5,Cc1ccc(Nc2nc(NCCCN3CCOCC3)nc(N)c2[N+](=O)[O-])cc1
-11,0.2,-4,4,11,-1,-1.4,-3,-9,5,Cc1cccc(OCCSc2cc(C)nc(N)n2)c1
0,-0.2,0,33,0,-6,-2.1,-6,-6,0,COc1ccccc1C(=O)NCCC(=O)NNC(=O)C1COc2ccccc2O1 (stereo not drawn)
-10,1.5,1,-15,4,-4,0.9,-2,2,5,COc1ccc(OC)c(NC(=O)N2CCCC(C)C2)c1 (stereo not drawn)
2,0.6,-2,4,-5,-2,0.0,-3,-3,1,COC(=O)C1CSC(C(=O)OC)N1C(=O)Nc1ccccc1 (stereo not drawn)
4,3.8,-1,-2,-5,-3,1.0,-2,2,-1,CC(=O)Nc1cccc(/C(C)=N/NC(=O)c2ccc(CN3CCOCC3)cc2)c1
-6,-1.5,2,-3,-2,-4,/,0,1,-7,Cc1cccc(NC(=O)c2cccc(S(=O)(=O)Nc3ccccc3C(=O)O)c2)c1
3,0.8,0,-47,7,-1,-0.1,-1,-5,-2,C=CCNC(=O)c1ccc(Cn2c(=S)[nH]c3cc4c(cc3c2=O)OCO4)cc1
-22,-0.3,-4,-4,0,-1,2.4,-5,-1,7,COc1ccc(C(C)NC(=O)C23CC4CC(CC(C4)C2)C3)cc1 (stereo not drawn)
4,0.9,-6,10,6,0,-2.8,1,-18,3,Cc1cccc(N2CCN(CC(O)COCc3cccs3)CC2)c1C (stereo not drawn)

# Looked up by compound from the list above (2):
PKA-R2B act,C-LANA FP,DAGLB inh,SR-BI uptake up,Rtt109 Vps75,CAL PDZ FP-1,CAL PDZ FP-2,Keap1 Nrf2 FP,Cardiac RTF inh,cardiac RTF act,mol
3,0.8,0,-47,7,-1,-0.1,-1,-5,-2,C=CCNC(=O)c1ccc(Cn2c(=S)[nH]c3cc4c(cc3c2=O)OCO4)cc1
-10,1.5,1,-15,4,-4,0.9,-2,2,5,COc1ccc(OC)c(NC(=O)N2CCCC(C)C2)c1 (stereo not drawn)

# The results go on:
PKA-R2B act,C-LANA FP,DAGLB inh,SR-BI uptake up,Rtt109 Vps75,CAL PDZ FP-1,CAL PDZ FP-2,Keap1 Nrf2 FP,Cardiac RTF inh,cardiac RTF act,mol
-3,0.2,-4,9,5,/,-1.3,-8,-6,-1,CC(NC(=O)c1ccccc1Br)c1ccc2c(c1)CCCC2 (stereo not drawn)
1,-0.6,0,21,-2,-2,-2.0,-5,-8,3,CC1CC(C)CN(CCCNC(=O)c2cn(C)c3ccc(S(=O)(=O)N4CCCC4)cc3c2=O)C1 (stereo not drawn)
9,-2.6,0,20,-2,/,-1.5,2,-15,-3,O=C(Nc1c(C(=O)N2CCOCC2)cnn1-c1ccccc1)c1ccco1
0,-1.3,2,-18,-3,-3,-1.5,-3,0,10,O=C(N/N=C/c1cc2cc3c(cc2nc1Cl)OCCO3)c1ccccc1O
-11,1.4,3,-40,-4,0,-1.0,2,-4,0,CNc1nc(-c2ccc3c(c2)CCN3C(=O)c2ccc(F)cc2)cs1
-1,0.1,0,-1,-12,-1,-0.3,-1,8,-4,COCCCNC(=O)CS(=O)(=O)Cc1nc(-c2cccc(OC)c2)oc1C
5,-1.4,2,4,0,-3,-0.1,0,1,-1,Cc1ccc(-n2ncc(C#N)c2N)cc1
-2,-0.7,3,-11,0,9,0.0,-2,-20,-4,Cc1noc(C)c1COC(=O)c1cccc(S(=O)(=O)N2CCOCC2)c1
0,-1.7,-7,17,10,10,5.9,-3,2,-2,COC(CNS(=O)(=O)c1ccc(Cl)cc1)c1ccccc1 (stereo not drawn)
1,-0.1,2,-5,9,-4,-1.3,-6,-5,-2,CCOc1ccc(Br)cc1S(=O)(=O)Nc1ccc(Cl)c(S(=O)(=O)N(C)C)c1
-1,-1.8,-2,-4,-4,-2,-2.9,-4,-1,-3,Cc1cc(C(=O)CCC(=O)N2CCN(S(=O)(=O)c3ccccc3)CC2)c(C)s1
3,-0.3,1,14,-5,-5,-0.1,-2,-13,3,COCCCNC(=O)C1CCN(c2ncccn2)CC1
7,3.2,2,-3,25,/,-1.9,-1,-15,0,Cc1ccc(C)n1-c1nc(=S)[nH][nH]1
-4,1.4,2,-10,-13,-4,-2.1,-7,-5,12,O=c1c2cc3c(=O)n(-c4ccccc4O)c(=O)c3cc2c(=O)n1-c1ccccc1O

# Assay outcomes deposited in PubChem BioAssay by several laboratories.
